Screens from PubChem BioAssay.
TbPYK inhibitor – T. brucei pyruvate kinase inhibition; TbPYK enzyme, Kinase-Glo Plus ATP luminescence, 45 min; Q57TT1; Potency, µM (titrated, usually from 76.8 µM), for inactives: top-dose activity, negative = inhibition, hits mostly inhibitors; hit rate 0.12% among 410,000; AID 624173; also: potency is read from the fitted curve at half-maximal effect; % is scaled to controls: 0 for no effect and ±100 for the full control effect; nearly all actives have a fitted effect of over 50% in size
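Readout: single end-point luminescence (Kinase-Glo Plus, 10 min). Reaction conditions were TbPYK/substrate plus 130 uM ADP, 45 min at RT, pH 7.2 TEA buffer. No-enzyme wells served as controls, and data were normalized before concentration-response fitting.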
AMA1 RON2 block – inhibitors of Plasmodium falciparum AMA1-RON2 interaction. AlphaScreen AMA1-biotinylated RON2 peptide binding. Potency, µM (highest dose often 58.2 µM), for inactives: top-dose activity change, negative = inhibition, most hits filed as inhibitors. hit rate 0.2% among 360,000. AID 720542;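 also: potency is read from the fitted curve at half-maximal effect; 0% = vehicle wells and -100% = peptide control; nearly all actives have a fitted effect of over 45% in size; some results filed as inactive show a strong effect at the top dose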
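AMA1 (3D7) with his tag at 25 nM final met compounds first, then biotinylated RON2 peptide at 25 nM; detection used donor plus acceptor beads, 10 µg/mL apiece, read by AlphaScreen after 30 min at room temperature.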
Pf growth 48h – P. falciparum growth inhibition at 48 hours (one generation). P. falciparum luciferase growth in erythrocytes, 48 h. Potency, µM (doses to about 28.7 µM), for inactives: top-dose activity change, negative = inhibition, actives largely listed as inhibitors. hit rate 5.9% among 310,000. AID 504832; also: potency is read from the fitted curve at half-maximal effect; % is scaled to controls: 0 for no effect and ±100 for the full control effect
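Luciferase-expressing parasites in RBCs, 2% Hct / 0.1% parasitemia final; RPMI 1640 + 0.5% Albumax; 37 C, 5% CO2, one generation; luminescence read-out, lower signal = inhibition.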
CHX counter – affects cycloheximide protein synthesis inhibition readout, counter-screen | hit rate 12% among 300,000 | AID 2314 | max response, % | cell reporter, cycloheximide protein synthesis inhibition counterscreen; in the data active = max response mostly above about 13%, no sharp cut-off; inactive = mostly below about 14%; also: read at 38.3 µM for the half of the compounds with a filed dose; 0% is about no effect
Pf growth 96h – inhibits malaria parasite growth, 96 h. P. falciparum luciferase reporter growth, 96 h. Potency, µM (series often up to 28.7 µM), for inactives: at the top dose activity change, negative = inhibition, hits mostly inhibitors. hit rate 6.9% among 320,000. AID 504834; also: potency is read from the fitted curve at half-maximal effect; % is scaled to controls: 0 for no effect and ±100 for the full control effect
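Delayed-death screen, second-generation endpoint: infected erythrocytes, 2% hematocrit, 0.05% parasitemia final; 96 hours at 37 C, 5% CO2; luciferase detection reagent; luminescence decrease equals reduced growth.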
LmPK inh – inhibitors of Leishmania mexicana pyruvate kinase; Q27686; purified LmPK, Kinase-Glo ATP luminescence, 1 h; Potency, µM (series often up to 57.5 µM), for the others: at the highest dose activity change, negative = inhibition, usual class: inhibitors; hit rate 0.37% among 290,000; AID 1721; also: potency is read from the fitted curve at half-maximal effect; % is scaled to controls: 0 for no effect and ±100 for the full control effect
Target sequence (Q27686 whole entry, looked up): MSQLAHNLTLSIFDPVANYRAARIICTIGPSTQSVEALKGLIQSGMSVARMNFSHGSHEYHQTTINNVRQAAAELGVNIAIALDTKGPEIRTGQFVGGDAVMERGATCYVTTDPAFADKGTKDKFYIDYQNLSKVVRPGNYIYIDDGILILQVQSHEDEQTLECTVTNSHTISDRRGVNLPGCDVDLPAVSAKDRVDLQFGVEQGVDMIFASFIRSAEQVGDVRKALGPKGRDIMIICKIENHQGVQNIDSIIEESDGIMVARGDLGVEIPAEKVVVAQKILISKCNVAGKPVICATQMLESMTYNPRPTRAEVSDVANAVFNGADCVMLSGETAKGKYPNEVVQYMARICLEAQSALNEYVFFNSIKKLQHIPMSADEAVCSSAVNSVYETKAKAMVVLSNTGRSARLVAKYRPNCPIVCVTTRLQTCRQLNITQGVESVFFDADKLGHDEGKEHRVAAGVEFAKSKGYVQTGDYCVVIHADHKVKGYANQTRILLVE
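Purified LmPK (0.1 nM) with 0.5 mM PEP and 0.1 mM ADP in imidazole buffer pH 7.2 with MgCl2/KCl, 1 h at room temperature. ATP formed was read by luciferase luminescence and normalized to no-enzyme and uninhibited controls.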
Shiga inhibitor – Shiga toxin inhibition; Vero cells, Shiga toxin protein synthesis inhibition reporter; inhibition, % at 38.7 µM; hit rate 9.2% among 290,000; AID 2315; in the data active = inhibition mostly above about 28%, no sharp cut-off; inactive = mostly below about 43%; also: 0% is about no effect
* = called active by the depositor; ? = inconclusive; nt = not tested or not shown; & = joins results of further samples; [ ] = another dose, or the depositor's remark. Unless noted, calls follow the shape of the dose curve; as a rule, active = well fitted curve in the direction sought with a large enough effect; inconclusive = small, poorly fitted or top-dose-only effect, or another doubt; inactive = no such curve, though single readings can be large; an effect the other way counts as inactive or inconclusive.

item	Structure	CHX counter	LmPK inh	Pf growth 48h	TbPYK inhibitor
1	CCC(CO)Nc1ccc([N+](=O)[O-])c2cccnc12 (configuration not stated)	-3	-2%	3%	-10%
2	O=C(O)c1ccccc1-c1ccc(/C=C/c2cc(C(F)(F)F)[nH]c(=O)n2)o1	-2	2%	5%	-2%
3	CCOc1cc(CNCCSc2nnnn2C)cc(Br)c1OCc1ccccc1	2	1%	?	2%
4	O=C(CN1CCN(c2ncccn2)CC1)N1CCCc2c1c(=O)oc1ccc(O)cc21	-1	1%	?	-8%
5	CC(C)(C)c1ccc(C(=O)NCCC(=O)N2CCC3(CC2)NCCc2[nH]cnc23)cc1	-3	1%	7%	-18%
6	Clc1ccc(OCCNCCc2ccccc2)cc1	-4	1%	0%	-3%
7	Cc1cccc(/C(N)=N/OC(=O)C23CC4CC(CC(C4)C2)C3)c1	42*	1%	?	-14%
8	CCOc1ccc2oc(C(=O)N3CCN(c4ccccc4OCC)CC3)c(C)c2c1	nt	nt	?	5%
9	O=C(CSc1nc2ccccc2c(=O)n1NC(=O)c1ccccc1)c1ccc(Cl)cc1	34*	5%	185%[activator]	0%
10	CCCNC(=O)c1noc2c1CCc1cc(OC)ccc1-2	48*	-4%	432%[activator]	-15%
11	Cn1cc2cccc([N+](=O)[O-])c2n1	-6	2%	?	1%
12	CCCC(=O)Nc1nnc(C2CCCO2)s1 (configuration not stated)	1	6%	0%	0%

item	AMA1 RON2 block	Shiga inhibitor	Pf growth 96h
1	1%	3	113%[activator]
2	13%	-11	15%
3	-19%	-3	nt
4	1%	-3	?
5	-3%	-3	-2%
6	-4%	nt	?
7	-4%	84*	?
8	-22%	nt	?
9	2%	98*	36%[activator]
10	3%	71*	-25%
11	6%	-7	56%[activator]
12	20%	11	2%

Next section, starting with the last 2 of the part before.
item	Structure	CHX counter	LmPK inh	Pf growth 48h	TbPYK inhibitor
11	Cn1cc2cccc([N+](=O)[O-])c2n1	-6	2%	?	1%
12	CCCC(=O)Nc1nnc(C2CCCO2)s1 (configuration not stated)	1	6%	0%	0%
13	COc1cnc(-c2ccccn2)[nH]c1=O	-1	-12%	0%	-1%
14	O=C1C2C3C=CC(C3)C2C(=O)N1Cc1ccc(CN2C(=O)C3C4C=CC(C4)C3C2=O)cc1 (configuration not stated)	-2	3%	-7%	-1%
15	Cc1ccc(O)c(Nc2ncnc3ccc([N+](=O)[O-])cc23)c1	-1	-2%	?	5%
16	O=C(NCC(c1ccco1)N1CCN(c2ccccc2F)CC1)C(=O)NC1CCCCC1 (configuration not stated)	nt	nt	-10%	5%
17	CCN(CC)S(=O)(=O)c1ccc(-c2ccc(S(=O)(=O)N(CC)CC)cc2)cc1	-4	1%	-21%	6%
18	CC(C)(C)NC(=O)C(c1ccccn1)N(C(=O)C1CSC(=O)C1)c1cccc(F)c1 (configuration not stated)	-6	10%	16%	-12%
19	Cc1nc2ccccc2c(=O)n1/N=C/c1ccc(C(C)C)cc1	22*	-7%	42%[activator]	-1%
20	COc1ccc(NC(=O)c2cc3ccccc3o2)cc1	39*	-13%	102%[activator]	0%
21	COc1cc(C(CCN2CCOCC2)c2c(OC)cc(OC)c3c(C)cc(=O)oc23)cc(OC)c1OC (configuration not stated)	-7&-2	5%	13µM*	1%
22	Cc1ccc(C(=O)CSc2nc(N)cc(=O)[nH]2)cc1	-3	0%	1%	-9%
23	Cc1ccc(CNC(=O)CSc2nnc3c(n2)[nH]c2ccc(F)cc23)cc1	-7	-1%	1%	-6%
24	COc1ccccc1/C=C(\NC(=O)c1ccc(OC)c(OC)c1)C(=O)Nc1ccc([N+](=O)[O-])cc1	-3	2%	-4%	2%

item	AMA1 RON2 block	Shiga inhibitor	Pf growth 96h
11	6%	-7	56%[activator]
12	20%	11	2%
13	71%[activator]	30	5.9µM*
14	-4%	-19	nt
15	-13%	-9	-18%
16	-20%	nt	?
17	9%	3	?
18	?	-10	47%[activator]
19	4%	38*	50%[activator]
20	-6%	94*	?
21	-1%	12&-7	?
22	3%	9	nt
23	4%	7	20%
24	-9%	-6	?

(listing goes on)
item	Structure	CHX counter	LmPK inh	Pf growth 48h	TbPYK inhibitor
25	O=C(COC(=O)/C=C/c1cccc(C(F)(F)F)c1)NC(=O)NC1CCCC1	nt	nt	-1%	7%
26	CC1Cc2ccccc2N1c1nc(C2CC2)nc2c1nnn2Cc1ccccc1 (configuration not stated)	-4	2%	-3%	-5%
27	Cc1cccc(OCCCC(=O)Nc2nccs2)c1C	7	4%	49%[activator]	-2%
28	NCCSc1c(-c2ccc(F)cc2)[nH]c2ccccc12	-3	8%	?	0%
29	CCCCCn1cnnc1SCC(=O)c1ccc2c(c1)OCO2	nt	nt	-5%	-4%
30	COc1cc(/C=C(\C#N)c2nc3ccccc3s2)cc([N+](=O)[O-])c1O	1	-7%	20%	2%
31	CC1CCc2nc(N)c(C#N)c(-c3ccncc3)c2C1 (configuration not stated)	1	8%	3%	-3%
32	CCOC(=O)CNC=C(C(=O)OCC)C(=O)OCC	-2	-1%	-19%	-7%
33	CSc1nccc(Nc2ccccc2)c1C#N	-4	6%	18%	-3%
34	COc1ccc(CCNC2CC(=O)N(C)C2=O)cc1OC (configuration not stated)	-1	0%	nt	-5%
35	COCCNCCCOc1ccc(C(C)(C)c2ccccc2)cc1	-3	-4%	2%	-9%
36	CN[C@H]1[C@H](O)[C@@H](O[C@@H]2[C@H](O)[C@@H](O[C@H]3OC(CN)=CC[C@H]3N)[C@@H](N)C[C@H]2N)OC[C@@]1(C)O	nt	nt	-11%[12.8 µM]	7%[33.2 µM]

item	AMA1 RON2 block	Shiga inhibitor	Pf growth 96h
25	-7%	nt	10%
26	4%	-3	-5%
27	-6%	29*	?
28	-5%	13	-29%
29	5%	nt	-18%
30	?	-3	9.3µM*
31	-10%	20	nt
32	-1%	23	34%[activator]
33	1%	-10	39%[activator]
34	-2%	1	55%[activator]
35	-25%	-12	?
36	nt	nt	-14%[12.8 µM]

Following part.
item	Structure	CHX counter	LmPK inh	Pf growth 48h	TbPYK inhibitor
37	COc1cccc(CNC(=O)CNS(=O)(=O)c2ccc(Br)s2)c1	-1	-5%	-14%	-16%
38	Cc1cccc(OCCC(=O)Nc2nnc(C)s2)c1	1	5%	6%	-25%
39	CC(C)CNC(=O)NC(=O)COC(=O)C1CSC2(c3ccc(F)cc3)CCC(=O)N12 (configuration not stated)	-5	5%	9%	6%
40	O=C1C2C3C=CC(C4CC34)C2C(=O)N1c1nccs1 (configuration not stated)	-5	-4%	-16%	13%
41	CCOC(=O)c1c(N)sc2c1CCCC2=O	-2	-3%	51%[activator]	-1%
42	Cc1sc2nc(CSc3nc4ccccc4c(=O)n3CCCN3CCOCC3)[nH]c(=O)c2c1C	-3	0%	?	-2%
43	CCC(C)S(=O)(=O)c1snnc1C (configuration not stated)	1	3%	nt	-3%
44	COc1ccccc1NS(=O)(=O)c1cc(NC(=O)c2ccncc2)ccc1N1CCOCC1	-3	-2%	?	?
45	CCOc1ccc(C(=O)Nc2cccc3cccnc23)cc1	6	-9%	4%	1%
46	O=C(Cn1nnc(-c2ccccc2)n1)OCc1ccccc1	0	5%	4%	3%
47	COc1ccccc1-n1c(-c2cc(-c3ccco3)[nH]n2)n[nH]c1=S	-1	3.5µM*	0%	?
48	CC(=O)Nc1ccc(S(=O)(=O)NC(C)C(=O)NCC(c2ccco2)N2CCCCC2)cc1 (configuration not stated)	nt	nt	3%	-1%

item	AMA1 RON2 block	Shiga inhibitor	Pf growth 96h
37	-3%	10	?
38	2%	13	4%
39	8%	10	32%[activator]
40	-6%[2.32 µM]	-7	45%[activator]
41	16%	-10	21%
42	1%	-11	?
43	2%	-8	-6%
44	5%	14	15µM*
45	7%	10	0%
46	11%	-12	?
47	45%[activator]	-3	1%
48	-2%	nt	-22%

(listing goes on)
item	Structure	CHX counter	LmPK inh	Pf growth 48h	TbPYK inhibitor
49	O=C(NCc1ccccc1)C(c1ccccc1)N(C(=O)c1csnn1)c1ccccc1 (configuration not stated)	-1	6%	-3%	-1%
50	Cn1c(=O)c2cn3ncccc3c2n(C)c1=O	-2	1%	30%[activator]	nt
51	CC(=O)C1C(c2ccc([N+](=O)[O-])cc2)C2C(C)=NN=C2CC1(C)O (configuration not stated)	-1	-8%	7%	2%
52	O=C(Nc1ccc(Cl)c(Cl)c1)Nc1ccc([N+](=O)[O-])cn1	10	1%	9.3µM*	2%

item	AMA1 RON2 block	Shiga inhibitor	Pf growth 96h
49	11%	-4	-6%
50	nt	-11	15%
51	2%	-7	27%
52	-4%	10	?

Grouped by structure: the compounds so far with a halogen.
item	Structure	CHX counter	LmPK inh	Pf growth 48h	TbPYK inhibitor
2	O=C(O)c1ccccc1-c1ccc(/C=C/c2cc(C(F)(F)F)[nH]c(=O)n2)o1	-2	2%	5%	-2%
3	CCOc1cc(CNCCSc2nnnn2C)cc(Br)c1OCc1ccccc1	2	1%	?	2%
6	Clc1ccc(OCCNCCc2ccccc2)cc1	-4	1%	0%	-3%
9	O=C(CSc1nc2ccccc2c(=O)n1NC(=O)c1ccccc1)c1ccc(Cl)cc1	34*	5%	185%[activator]	0%
16	O=C(NCC(c1ccco1)N1CCN(c2ccccc2F)CC1)C(=O)NC1CCCCC1 (configuration not stated)	nt	nt	-10%	5%
18	CC(C)(C)NC(=O)C(c1ccccn1)N(C(=O)C1CSC(=O)C1)c1cccc(F)c1 (configuration not stated)	-6	10%	16%	-12%
23	Cc1ccc(CNC(=O)CSc2nnc3c(n2)[nH]c2ccc(F)cc23)cc1	-7	-1%	1%	-6%
25	O=C(COC(=O)/C=C/c1cccc(C(F)(F)F)c1)NC(=O)NC1CCCC1	nt	nt	-1%	7%
28	NCCSc1c(-c2ccc(F)cc2)[nH]c2ccccc12	-3	8%	?	0%
37	COc1cccc(CNC(=O)CNS(=O)(=O)c2ccc(Br)s2)c1	-1	-5%	-14%	-16%
39	CC(C)CNC(=O)NC(=O)COC(=O)C1CSC2(c3ccc(F)cc3)CCC(=O)N12 (configuration not stated)	-5	5%	9%	6%
52	O=C(Nc1ccc(Cl)c(Cl)c1)Nc1ccc([N+](=O)[O-])cn1	10	1%	9.3µM*	2%

item	AMA1 RON2 block	Shiga inhibitor	Pf growth 96h
2	13%	-11	15%
3	-19%	-3	nt
6	-4%	nt	?
9	2%	98*	36%[activator]
16	-20%	nt	?
18	?	-10	47%[activator]
23	4%	7	20%
25	-7%	nt	10%
28	-5%	13	-29%
37	-3%	10	?
39	8%	10	32%[activator]
52	-4%	10	?
